# Bioassay records: PubChem, Broad Institute
# BL2 CD40 inh: CD40 pathway inhibition in BL2 cells | BL2 NF-kB luciferase reporter, CD40L-induced, 4 h | inhibition, % at 10 µM | 83,000 compounds, 0.94% hits;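 active = mean inhibition of at least 50% with a set share of replicates also reaching that level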;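 also: 0% = neutral control wells and 100% = IKK inhibitor VII at 50 µM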
# Numbers without * were called inactive; & = joins results of further samples; [ ] = remark or other dose.
cpd	Compound	BL2 CD40 inh
1	Cc1ccc(OC(=O)C(C)c2cccc(C(=O)c3ccccc3)c2)cc1 (stereo not drawn)	-1.3
2	CC(C)CN(C(=O)c1cccs1)C1CCS(=O)(=O)C1 (stereo not drawn)	4.6
3	CCc1nc2c(OCc3ccccc3C(=O)OC)cccn2c1N(C)C(=O)c1cccs1	-4.8
4	C[C@@H]1CN([C@H](C)CO)S(=O)(=O)c2ccc(C#CCC3CCCC3)cc2O[C@@H]1CN(C)C(=O)c1cnccn1	15.2[25 µM]
5	COCC(=O)Nc1ccc2c(c1)[C@@H]1C[C@@H](CC(=O)N3CCOCC3)O[C@@H](CO)[C@@H]1O2	1.5[25 µM]
6	COC(=O)C(C)Oc1ccc(Oc2nc(Cl)ccc2Cl)cc1 (stereo not drawn)	0.6
7	O=C(NCC(c1ccc(F)cc1)N1CCOCC1)c1ccc(C(=O)c2ccccc2)cc1 (stereo not drawn)	17.6
8	CCOc1ccc2nc(N3CCC(C(=O)NCCCN4CCOCC4)CC3)sc2c1	-42.2
9	O=C(C[C@H]1C[C@@H]2c3cc(NC(=O)c4cccnc4)ccc3O[C@@H]2[C@@H](CO)O1)NCc1cc(F)ccc1F	-7.6[25 µM]
10	N=C1S/C(=C\c2ccco2)C(=O)N1c1nccs1	-20.5
11	c1ccc(-c2ccc(C3CCCN3)cc2)cc1 (stereo not drawn)	-33.9
12	COc1ccc(CNC(=O)CN(Cc2ccc(OC)cc2)C(=O)c2csnn2)cc1	3.8
13	COc1ccc(-c2ccc3c(c2)[C@@H]2[C@@H](CCN2C(=O)c2ccc4c(c2)OCO4)[C@@H](CO)N3)cc1	-18.6[25 µM]
14	O=C(COC(=O)c1ccc(S(=O)(=O)N2CCCCC2)cc1)NCc1ccccc1	34.1
15	CC1(C)C2CCC1(CS(=O)(=O)N1CCOCC1)C(=O)C2 (stereo not drawn)	18.7
16	O=C(c1cc2nc(-c3ccccc3)cc(-c3ccccc3)n2n1)N1CCCC1	16.8
17	C[C@@H]1CN([C@H](C)CO)C(=O)c2c(c3ccccc3n2C)-c2ccccc2CO[C@H]1CN(C)C(=O)Nc1ccnc(N2CCOCC2)c1	-2.4[25 µM]
18	O=C(c1cc(-c2ccco2)on1)N1CCCc2ccccc21	-14.2
19	COC(=O)C1CCN(S(=O)(=O)CCNC(=O)c2ccc3c(c2)OCO3)CC1	6.9
20	Cc1cc(C)c2c(N)c3ccccc3nc2n1	-133.5
21	O=C(Nc1cc(C(=O)N2CCCC2)ccc1N1CCCC1)c1ccccc1	0.2
22	CN(C)C(=O)c1ccc(-c2ccc3c(c2)[C@@H]2[C@@H](CCN2S(=O)(=O)c2ccccc2)[C@H](CO)N3)cc1	-29.1[25 µM]
23	CCOC(=O)C1(C)CCN1C(=O)c1cc(OC)ccc1Br (stereo not drawn)	19.0
24	COc1cccc(-c2ccc([C@H]3[C@H]4CN(C(=O)c5cccnc5)CC(=O)N4[C@H]3CO)cc2)c1	-7.2[25 µM]
25	Cc1ccc(C)c(NC(=O)CN(C)C(=O)CN2C(=O)NC3(CCc4ccccc43)C2=O)c1 (stereo not drawn)	9.8
26	O=C(OCC(=O)N1CCN(S(=O)(=O)c2ccc(Cl)cc2)CC1)C1CC1	24.2
27	Cn1cc(CCC(=O)N2CCCC(C(=O)c3cccc4ccccc34)C2)cn1 (stereo not drawn)	22.9
28	O=C1C2C3C=CC(C4CC34)C2C(=O)N1/N=C/c1ccc(-c2ccc([N+](=O)[O-])cc2)o1 (stereo not drawn)	-11.2
29	C=CCn1c(SC(C)C(=O)Nc2ccc(F)c(F)c2F)nnc1C1CC1 (stereo not drawn)	2.5
30	COc1nc(-c2ccccc2)ncc1S(=O)(=O)c1ccccc1	12.1
31	COc1ccc(CC(=O)OCC(=O)Nc2cccnc2Cl)cc1OC	1.6
32	Cc1occc1C(=O)Nc1ccccc1C#N	9.8
33	O=C(Nc1ccc2c(c1)[C@H]1C[C@H](CC(=O)N3CCc4ccccc4C3)O[C@@H](CO)[C@H]1O2)C1CCOCC1	-8.8[25 µM]
34	O=C1CCCC(=O)C1C(c1ccc(Cl)cc1)C1C(=O)CCCC1=O	10.0
35	CN1CCN(S(=O)(=O)c2ccc(SCCOc3ccccc3)nc2)CC1	-8.2
36	CCNc1ccc2noc3c2c1C(=O)c1ccccc1-3	-62.7
37	Cc1cc(NC(=O)C2=C(O)c3ccccc3S(=O)(=O)N2C)no1	8.7
38	COc1cc(C(=O)N/C(=C\c2cn(C)c3ccccc23)C(=O)NCCCO)cc(OC)c1OC	-11.5
39	Cc1ccccc1S(=O)(=O)N1CC[C@@H]2[C@H]1c1cc(-c3cccc(F)c3)ccc1N(C)[C@H]2CO	7.7[25 µM]
40	Cc1cccc(-c2ccc(C3[C@H]4CNC[C@@H]3N4Cc3cccc(F)c3)cc2)c1 (stereo partly drawn)	-3.7[25 µM]
41	COC(=O)C(N)Cc1ccc(OC)c([N+](=O)[O-])c1 (stereo not drawn)	4.3
42	COC(=O)c1sc2nc(C)cc(C)c2c1N	-25.0
43	Cc1cc(NC(=O)CSCC(=O)OC(C)C(=O)c2cc(C)c(C)cc2C)no1 (stereo not drawn)	6.3
44	CCOC(=O)C1(Cc2ccc(OC)cc2)CCN(C(=O)CCc2cccnc2)CC1	-9.9
45	Cn1c(SCc2cccnc2)nnc1-c1c[nH]c2ccccc12	-11.4
46	CCc1nnc2cccc(Cl)n12	9.6
47	CC(C)NC(=O)N1[C@@H]2CN(C(=O)C3CCCCC3)c3ccccc3[C@@H]2[C@@H]1CO	5.7
48	CCOCCCNC(=O)CN1C(=O)C(CC)Oc2ccccc21 (stereo not drawn)	1.3
49	N#Cc1c(NC(=O)C2CC2)sc2c1CCCCC2	-58.8
50	Cc1cc(S(=O)(=O)Nc2ccc(C(=O)NCCN3CCOCC3)cc2)ccc1F	3.7
51	N#C[C@H]1[C@H](c2ccccc2-c2ccc(F)cc2)[C@@H](CO)N1C(=O)Cc1ccccc1	7.5[25 µM]
52	COc1cccc(C(=O)Nc2ccc3c(c2)C(=O)N(C)[C@@H]2CC[C@H](CC(=O)N[C@H](C)c4ccccc4)O[C@@H]2CO3)c1	17.5[25 µM]
53	CCOC(=O)C1CCCN(C(=O)c2cc(Cl)ccc2Cl)C1 (stereo not drawn)	-10.0
54	COc1ccc(CCN(C)C(=O)c2cc(S(=O)(=O)N3CCCCCC3)ccc2OC)cc1OC	6.5
55	CCS(=O)(=O)Nc1ccc2c(c1)C(=O)N(C)C[C@H](OC)[C@H](C)CN(CC1CCCC1)[C@H](C)CO2	0.3
56	C[C@@H]1CN([C@@H](C)CO)C(=O)CCCn2nncc2CO[C@@H]1CN(C)C(=O)Nc1ccc(N2CCCCC2)cc1	-9.2[25 µM]
57	CCC(C)c1ccccc1NC(=O)c1cccc(-n2cnnn2)c1 (stereo not drawn)	6.8
58	COCC(=O)N1[C@H](CO)[C@H](c2ccc(C#CC(C)C)cc2)[C@@H]1CNC(C)=O	4.0[25 µM]
59	CCN(C(=O)COC(=O)c1cnc(C)cn1)C1CCCCC1	9.3
60	O=C(CNC(=O)c1cccs1)NCC(=O)OCc1ccc(F)cc1	13.1

# 4 entries from above, as labelled records:
46	CCc1nnc2cccc(Cl)n12
  BL2 CD40 inh = 9.6

47	CC(C)NC(=O)N1[C@@H]2CN(C(=O)C3CCCCC3)c3ccccc3[C@@H]2[C@@H]1CO
  BL2 CD40 inh = 5.7

48	CCOCCCNC(=O)CN1C(=O)C(CC)Oc2ccccc21 (stereo not drawn)
  BL2 CD40 inh = 1.3

49	N#Cc1c(NC(=O)C2CC2)sc2c1CCCCC2
  BL2 CD40 inh = -58.8

# The results go on:
entry	Molecule	BL2 CD40 inh
61	N#C[C@@H]1[C@H](c2ccccc2)[C@H](CO)N1C(=O)c1ccc2c(c1)OCO2	-9.4[25 µM]
62	C[C@H]1CN([C@@H](C)CO)S(=O)(=O)c2ccc(-c3cccc(C(=O)N(C)C)c3)cc2O[C@H]1CN(C)C(=O)Nc1ccccc1	-6.1[25 µM]
63	COC(=O)[C@H](CCSC)NC(=O)Nc1ccc(C)cc1	-4.1
64	CC1CCCC(NC(=O)c2cc(S(=O)(=O)N3CCCCC3)ccc2Cl)C1C (stereo not drawn)	6.9
65	Cc1ccc2cccc(N)c2n1	12.1
66	CN(C)c1cccc(C(=O)OCC(=O)c2ccc[nH]2)c1	-53.4
67	O=C(Nc1ccccc1)N1C[C@H]2[C@@H](c3ccccc31)[C@@H](CO)N2C(=O)c1ccccn1	1.7[25 µM]
68	CCCN1CCC(NC(=O)CCc2nnc(Cc3cc(OC)ccc3OC)o2)CC1	-10.0
69	C[C@H]1CN([C@@H](C)CO)C(=O)CCCn2cc(nn2)CO[C@H]1CN(C)Cc1ccncc1	0.0
70	CCCS(=O)(=O)N1CCC(C(=O)NCCN2CCC(Cc3ccccc3)CC2)CC1	11.6
71	OCCN1CCN(Cc2cc(Br)cc(Br)c2O)CC1	-0.5
72	CN(C)c1nc(N(C)C)nc(N2CC(=O)N(c3ccccc3)C2=N)n1	2.9
73	O=C(C[C@H]1C[C@H]2c3cc(NC(=O)C4CCOCC4)ccc3O[C@H]2[C@@H](CO)O1)NC1CCCC1	4.6
74	COc1ccc(NC(=O)N2C[C@@H]3N[C@H](C2)C3c2ccc(-c3cccnc3)cc2)cc1 (stereo partly drawn)	-8.7&2.3[25 µM]
75	O=C(COc1ccccc1)Nc1ccc(S(=O)(=O)Nc2ncccn2)cc1	5.4
76	C[C@H]1CN([C@@H](C)CO)C(=O)c2cc(NS(=O)(=O)c3ccc(F)cc3)ccc2O[C@@H]1CN(C)C(=O)Nc1ccccc1	-0.3[25 µM]
77	NC(=S)NNC(=O)c1ccccc1	-5.9
78	CCOc1ncccc1C(=O)N(C)CC1COc2ccccc2O1 (stereo not drawn)	6.1
79	COc1ccc(CCC(=O)NCc2cn3ccccc3n2)cc1	1.2
80	CC1CCCCC12NC(=O)N(CC(=O)Nc1ccccc1N1CCOCC1)C2=O (stereo not drawn)	6.8
81	O=C(C[C@@H]1C=C[C@@H](NS(=O)(=O)c2ccccc2)[C@@H](CO)O1)NCCN1CCCCC1	-3.7[25 µM]
82	CCC1(CC)NC(=O)N(CC(=O)Nc2cccc3ccccc23)C1=O	-0.1
83	Cc1nn(C)cc1CN(C)C(=O)CC12CC3CC(CC(C3)C1)C2	2.3
84	CN(C)C(=O)c1ccc(-c2ccc(C3[C@@H]4CN(S(=O)(=O)Cc5ccccc5)C[C@H]3N4)cc2)cc1 (stereo partly drawn)	4.9[25 µM]
85	O=C(COC(=O)C1=NN(c2ccccc2)C(=O)CC1)NCc1ccccc1Cl	9.0
86	COCCNc1nc(C)c(C(C)=O)s1	10.3
87	CCN(C(=O)COC(=O)/C=C/c1ccc(C)o1)c1c(N)n(Cc2ccccc2)c(=O)[nH]c1=O	-17.4
88	O=C(C1CCC1)N1CC[C@@H]2[C@H]1c1cc(Br)ccc1N[C@@H]2CO	-26.6
89	Cc1ccccc1Cn1nnc(C(=O)Nc2ccc3c(c2)OCCO3)c1N	-91.5
90	O=C(c1ccncc1)N1C[C@@H]2[C@H](c3ccccc31)[C@H](CO)N2Cc1ccccc1F	1.5[25 µM]
91	O=S(=O)(c1ccc2c(c1)CCCN2)N1CCCC1	3.1
92	C[C@@H]1CN([C@@H](C)CO)S(=O)(=O)c2ccc(C#CC3CC3)cc2O[C@@H]1CN(C)Cc1ccccc1	5.4[25 µM]
93	CCOC(=O)c1c(C)[nH]c(C(=O)NCC(c2ccco2)N2CCCCC2)c1C (stereo not drawn)	-0.6
94	C[C@H]1CN(C)C(=O)c2ccccc2O[C@H]1CN(C)S(C)(=O)=O	11.2
95	CC1(C)CNc2cc(N)ccc2S1	19.3
96	COC(=O)CCC(=O)Nc1cccc([N+](=O)[O-])c1	7.4
97	O=C(NC1CC1)C1C2C3C4CC5C3C5C4C12 (stereo not drawn)	-1.0
98	N#C[C@H]1[C@H](c2ccccc2C2=CCCCC2)[C@H](CO)N1C(=O)c1cccc(F)c1	-12.0[25 µM]
99	C[C@H]1CN([C@@H](C)CO)C(=O)CCCn2nncc2CO[C@@H]1CN(C)C(=O)c1cc(-c2ccccc2)on1	-11.4[25 µM]
100	O=C(C1CCC(CNS(=O)(=O)c2ccc(F)cc2)CC1)N1CCOCC1 (stereo not drawn)	9.8
101	Cc1ccc(COc2coc(CN3CCN(C(=O)c4ccco4)CC3)cc2=O)cc1	-1.2
102	C[C@@H]1CN([C@@H](C)CO)C(=O)CCCn2cc(nn2)CO[C@H]1CN(C)CC1CC1	-11.8
103	C[C@H]1CN([C@@H](C)CO)C(=O)c2c(c3ccccc3n2C)-c2ccccc2CO[C@H]1CN(C)C(=O)Nc1cccc(C(F)(F)F)c1	54.5*[25 µM]
104	CCCC1CCc2c(sc(NC(=O)OCC)c2C#N)C1 (stereo not drawn)	-21.8
105	CN(CC(=O)Nc1ccc(N2CCOCC2)cc1)C(=O)c1cc2c(s1)CCCC2	-13.6
106	COc1ccc(-c2ccc3n(c2=O)C[C@H]2[C@H](CO)[C@@H](C(=O)NC4CCC4)N(S(C)(=O)=O)[C@@H]32)cc1	10.7[25 µM]
107	CCCn1c(=O)c(C(=O)NCc2ccco2)c(O)c2ccccc21	2.6
108	Cc1cc(C(=O)OCC(=O)NCc2ccc(Cl)cc2Cl)c(C)o1	3.4

# Two records picked at random from those above, as already listed:
entry	Molecule	BL2 CD40 inh
56	C[C@@H]1CN([C@@H](C)CO)C(=O)CCCn2nncc2CO[C@@H]1CN(C)C(=O)Nc1ccc(N2CCCCC2)cc1	-9.2[25 µM]
86	COCCNc1nc(C)c(C(C)=O)s1	10.3

# Next part:
entry	Molecule	BL2 CD40 inh
109	C[C@H]1CN([C@@H](C)CO)C(=O)c2c(c3ccccc3n2C)-c2ccccc2CO[C@@H]1CN(C)S(=O)(=O)c1cn(C)cn1	5.7[25 µM]
110	COc1ccc(C(=O)Nc2ccc(N3CCOCC3)cc2)cc1S(=O)(=O)N1CCOCC1	16.8*
111	COc1cccc(NC(=O)/C=C/c2ccc(Cl)cc2)c1	16.3[25 µM]
112	COc1ccc2c3c([nH]c2c1)[C@H](CO)N(C(=O)Nc1ccc(F)cc1)CC31CCN(C(=O)c2ccccc2F)CC1	60.0*[25 µM]
113	Cc1nc2ccccc2c(C)c1CC(=O)N(C)CC(=O)Nc1cccc(F)c1	2.9
114	CC1(C)CC(=O)c2sc(NS(=O)(=O)Cc3ccccc3)nc2C1	-38.4
115	CCNC(=O)C[C@@H]1CC[C@@H]2[C@H](COC[C@H](O)CN2C(=O)C2CCCC2)O1	-3.7[25 µM]

# Not all compounds are listed; count on the stated rates, not on these rows.
